# Scp-1 inhibitor: blocks human Scp-1 phosphatase activity | inhibition, % at 20 µM | AID 493091 | Recombinant Scp1, phosphopeptide, malachite green phosphate absorbance | 340,000 tested, 0.88% active;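 active = inhibition above about 50% at 20 µM, limit read from the data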;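 note: plate controls were DMSO wells with enzyme for no effect and wells lacking enzyme for full effect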
#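 Test system: SCP-1 catalytic domain; Buffer or medium: Acidic Tris acetate buffer with magnesium and detergent; Also added: Phosphorylated 17-residue peptide substrate; Compound: single 20 µM dose, 1% DMSO; Schedule: enzyme reaction 45 min at room temperature, colour 5 min, stabilisation 30 min; Signal: Phosphate-binding colour reagent, absorbance read at 630 nm.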
# DNMT1 block: DNMT1 (human) enzyme inhibition | DNMT1 molecular beacon, Hinp1I cleavage, fluorescence | inhibition (reported as % activation of signal), % at 10 µM | 360,000 tested, 0.83% active; in the data active = inhibition above about 50%
# NadD inh: blocks S. aureus nicotinate mononucleotide adenylyltransferase; 360,000 tested, 0.78% active; purified NadD enzyme, colorimetric absorbance read-out; inhibition, % at 20 µM; AID 602399; in the data active = inhibition above about 26%; note: some compounds past the cut are filed as inactive
# Neddylation inh: blocks human cullin neddylation; calls only at 25 µM; TR-FRET cullin neddylation, biochemical; 360,000 tested, 0.58% active; in the data active = inhibition above about 36%
# LMPTP block: LMPTP (human) inhibition | P24666 | recombinant LMPTP-A, OMFP fluorogenic substrate, fluorescence intensity | inhibition, % at 20 µM | 360,000 tested, 0.22% active;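 active = compounds that cut the enzyme signal by at least half of the control window in the single-dose screen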;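 note: plate controls were DMSO wells with enzyme plus substrate for no effect and substrate without enzyme for full effect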
# Target sequence (P24666 whole entry, looked up): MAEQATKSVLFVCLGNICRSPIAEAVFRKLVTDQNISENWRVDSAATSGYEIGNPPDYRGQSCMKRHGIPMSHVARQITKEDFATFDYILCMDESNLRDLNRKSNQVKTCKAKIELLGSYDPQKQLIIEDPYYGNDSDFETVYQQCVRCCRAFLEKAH
#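 material = LMPTP-A | quantity = 0.625 nM enzyme | reagent = OMFP substrate, 400 µM final | buffer or medium = Bis-Tris pH 6.0, DTT, detergent | detection = endpoint fluorescence intensity from OMFP dephosphorylation | dosing = single 20 µM dose | read-out basis = % inhibition relative to no-enzyme and uninhibited control wells | control set = no-enzyme and uninhibited controls | timing = 50 min at room temperature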
# Rin1-Abl PPI inh: human Rin1-Abl interaction inhibition. TR-FRET Rin1/Abl binding, biochemical. inhibition, % at 7.35 µM. 360,000 tested, 0.4% active. AID 588664; in the data active = inhibition above about 5%, passing the limit was not always enough
# STEP inh: STEP (human) phosphatase inhibition; P54829; recombinant STEP, OMFP fluorogenic substrate, fluorescence; inhibition, % at 20 µM; 360,000 tested, 0.25% active; AID 588621;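 active = inhibition at 20 µM, scaled per plate between control wells, above about 37%, limit read from the data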;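 note: 0% = DMSO with enzyme and substrate and 100% = substrate only without enzyme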
#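 Measure: Control-normalized % inhibition with plate pattern correction | Test system: STEP phosphatase, cell-free reaction | Medium: pH 6.0 Bis-Tris with DTT and Tween 20 | Technique: Fluorescence, 480/540 nm | Times: Reaction 20 min, ambient temperature | Doses: Single compound dose of 20 µM, 1% DMSO final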
# Rpn11 inh: inhibitors of human proteasome Rpn11 | O00487 | human 26S proteasome, Ub4-pepOG fluorescence polarization; 20S core pre-blocked with epoxomicin | calls only at 20 µM | 360,000 tested, 0.59% active | AID 588493;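 active = inhibition at 20 µM, scaled to each plate's controls, above about 33%, limit read from the data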
# Target sequence (O00487 whole entry, looked up): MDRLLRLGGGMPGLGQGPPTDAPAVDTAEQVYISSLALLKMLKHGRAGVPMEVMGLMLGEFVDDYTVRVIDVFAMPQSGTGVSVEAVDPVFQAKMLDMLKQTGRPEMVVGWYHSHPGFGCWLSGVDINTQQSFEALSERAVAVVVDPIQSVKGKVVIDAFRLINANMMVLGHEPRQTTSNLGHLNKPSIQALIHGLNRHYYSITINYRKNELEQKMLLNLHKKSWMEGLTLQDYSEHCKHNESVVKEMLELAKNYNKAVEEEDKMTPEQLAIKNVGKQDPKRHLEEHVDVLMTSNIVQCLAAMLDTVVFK
# CSN deneddyl inh: CSN deneddylation inhibition; inhibition, % at 12.5 µM; Purified CSN, SCF-Nedd8-OG deneddylation, fluorescence polarization; AID 651999; 360,000 tested, 0.38% active;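 active = pattern-corrected inhibition above about 35%, with an unprinted fluorescence ratio check between 0.5 and 1.5, limit read from the data, passing the limit was not always enough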;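 note: 0% = enzyme with substrate and 100% = substrate without enzyme; some results filed as inactive read as strong as hits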
# Target sequence (Q92905 whole entry, looked up, one chain of several): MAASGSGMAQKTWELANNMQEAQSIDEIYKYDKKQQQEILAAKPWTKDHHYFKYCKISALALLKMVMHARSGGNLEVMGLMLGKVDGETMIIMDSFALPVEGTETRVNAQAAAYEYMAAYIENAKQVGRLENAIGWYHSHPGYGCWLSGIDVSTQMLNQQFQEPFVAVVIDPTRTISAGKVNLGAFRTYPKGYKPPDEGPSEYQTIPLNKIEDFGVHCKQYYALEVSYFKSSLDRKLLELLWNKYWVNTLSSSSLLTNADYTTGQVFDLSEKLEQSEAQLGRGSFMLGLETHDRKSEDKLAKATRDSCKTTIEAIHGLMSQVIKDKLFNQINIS
#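 Material: human Csn5 produced in HEK293T cells; Input: enzyme 0.24 nM; Reagent: SCFSkp2-Nedd8OG substrate at 10 nM final; Dosing: 12.5 µM compound; Incubation: 90 min reaction at room temperature; Detection: fluorescence polarization of the substrate; Evaluation: % inhibition of substrate cleavage by Csn5; Control set: substrate-only high control, full reaction low control.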
# SUMO1 PPI mod: SUMO1-SIM interaction modulation; P63165; SUMO1 binding to a labelled peptide, TR-FRET, 1 h; inhibition, % at 20 µM; 360,000 tested, 0.33% active; AID 602429; in the data active = inhibition above about 37%
# Target sequence (P63165 whole entry, looked up): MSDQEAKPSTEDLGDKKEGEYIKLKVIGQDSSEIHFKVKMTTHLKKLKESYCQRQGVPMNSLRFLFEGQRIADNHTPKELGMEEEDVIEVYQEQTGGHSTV
# Active calls of the source: *; i = inactive; . = no result given; + = active, no number.
SMILES,Scp-1 inhibitor,DNMT1 block,NadD inh,Neddylation inh,LMPTP block,Rin1-Abl PPI inh,STEP inh,Rpn11 inh,CSN deneddyl inh,SUMO1 PPI mod
Cc1cc(N/N=C/c2ccccc2)nc(N)n1,-5.8,2.6,-7.0,i,20.1,-1.2,0.9,i,-2.7,-8.5
CCc1ccc2c(c1)C(c1ccc(N3CCOCC3)cc1)=NNC(c1ccncc1)=N2,3.2,-7.5,6.7,i,0.8,3.6,-4.8,i,-0.4,-5.6
CN1CCc2c(sc3nc(NN)n(Cc4ccccc4)c(=O)c23)C1,-0.7,-42.9,14.8,i,8.2,1.8,1.6,i,11.2,25.0
CCOC(=O)N1CCC(NC(=O)c2cc(S(=O)(=O)NCCc3ccccc3)ccc2F)CC1,-5.2,1.9,-5.6,i,-0.8,3.9,-0.4,i,0.8,0.5
CCOC(=O)c1cnc2c(OC)cccc2c1N1CCN(c2ccccc2OC)CC1,-10.4,-1.6,-5.3,i,0.6,0.9,1.6,i,4.5,-17.8
Cc1cc(C(=O)Nc2ccc(N3CCOCC3)c3nonc23)ccc1[N+](=O)[O-],-9.6,-5.4,-6.6,i,-0.1,0.2,3.7,i,2.8,-15.0
COc1cc(NC(=O)Cn2nc(C(F)(F)F)c(Br)c2C)cc([N+](=O)[O-])c1,-4.1,-3.4,-8.5,i,1.6,5.9,-2.5,i,2.8,-3.7
COc1ccc(-c2cc(C(=O)NC3CCCC3)c3ccccc3n2)cc1OC,-6.2,-0.2,-8.0,+,0.3,-4.5,0.7,i,-0.9,-4.0
O=C(Nc1ccc([N+](=O)[O-])cc1Br)c1cc2ccccc2nc1Cl,-4.0,32.1,-2.1,i,2.7,0.3,-1.8,i,0.7,7.8
CCn1c(=O)c(C(=O)NCCCO)c(O)c2ccccc21,-0.4,0.6,0.8,i,-0.7,-0.6,-18.1,i,2.5,2.7
CCCN(Cc1nnc(-c2ccccc2Cl)o1)C(=O)c1cc2ccccc2o1,-8.2,0.1,-5.0,i,1.8,-4.1,2.0,i,4.5,3.9
Cc1cc(Cl)c(S(=O)(=O)Nc2cccc(O)c2)cc1OCC(N)=O,-2.7,-3.1,0.1,i,-0.3,-1.6,0.8,i,-4.9,2.4
CCCCN1CC(COCc2ccccc2)Oc2cccc(Oc3ccc(C(C)C)cc3)c2S1(=O)=O (configuration not stated),-8.3,2.4,-1.5,i,3.6,-0.4,3.1,i,-1.2,-0.7
Cn1ncc(Br)c1C(=O)N/N=C/c1cccc(OC2CSC2)c1,-2.5,-2.9,-6.8,i,-1.1,2.4,-1.5,i,1.0,-9.6
CCOC(=O)c1c(NC(=O)C(C)Sc2cccc[n+]2[O-])sc2c1CCN(Cc1ccccc1)C2 (configuration not stated),-1.0,-11.7,15.2,i,5.8,-6.1,-2.5,i,10.3,-9.0
COC(=O)CN(c1ccc2c(c1)OCO2)S(=O)(=O)c1c(C)[nH]c(=O)[nH]c1=O,-2.2,2.2,2.5,i,-1.5,.,-0.3,i,3.9,-0.3
COc1cccc(-c2nn3c(-c4ccco4)nnc3s2)c1,-0.2,5.5,4.4,i,0.5,-4.0,2.3,i,-3.5,14.7
O=C(O)C1CCCN(S(=O)(=O)c2ccc(F)cc2)C1 (configuration not stated),-3.0,2.0,-3.5,i,-1.5,0.1,-0.8,i,-5.3,3.1
CCS(=O)(=O)c1ccc(S(=O)(=O)CC)s1,-1.3,4.1,1.4,i,-2.4,-4.0,-3.2,i,-5.1,-1.4
COc1ccc(N2C(=O)CC(NCc3ccncc3)C2=O)cc1 (configuration not stated),-9.1,-4.0,0.6,i,-2.0,1.5,-0.3,i,3.7,-13.6
CN1CCN(S(=O)(=O)c2ccc(N)cc2)CC1,-12.2,-2.1,1.4,i,-0.3,-2.6,-0.8,i,-9.5,0.1
Cc1cccc(OCc2nnc(SCC(=O)c3ccccc3)o2)c1,-16.3,-7.2,-7.8,i,0.2,-1.2,1.5,i,2.8,3.0
COc1ccc(C)cc1NC(=O)CN1C(=O)COc2ccc(S(=O)(=O)N3CCC(C)CC3)cc21,-5.2,-2.9,-1.0,i,1.9,-2.9,0.2,i,-2.0,3.5
COc1cc(CCCN2CCNC[C@@H]2Cc2ccc(O)cc2)cc(OC)c1OC,4.0,-3.8,-7.8,i,-3.8,1.7,0.0,i,5.2,3.3

# Some of the entries above in another layout.
structure	Scp-1 inhibitor	DNMT1 block	NadD inh	Neddylation inh	LMPTP block	Rin1-Abl PPI inh	STEP inh	Rpn11 inh	CSN deneddyl inh	SUMO1 PPI mod
CCCN(Cc1nnc(-c2ccccc2Cl)o1)C(=O)c1cc2ccccc2o1	-8.2	0.1	-5.0	i	1.8	-4.1	2.0	i	4.5	3.9
Cc1cc(Cl)c(S(=O)(=O)Nc2cccc(O)c2)cc1OCC(N)=O	-2.7	-3.1	0.1	i	-0.3	-1.6	0.8	i	-4.9	2.4
CCCCN1CC(COCc2ccccc2)Oc2cccc(Oc3ccc(C(C)C)cc3)c2S1(=O)=O (configuration not stated)	-8.3	2.4	-1.5	i	3.6	-0.4	3.1	i	-1.2	-0.7
Cn1ncc(Br)c1C(=O)N/N=C/c1cccc(OC2CSC2)c1	-2.5	-2.9	-6.8	i	-1.1	2.4	-1.5	i	1.0	-9.6
CCOC(=O)c1c(NC(=O)C(C)Sc2cccc[n+]2[O-])sc2c1CCN(Cc1ccccc1)C2 (configuration not stated)	-1.0	-11.7	15.2	i	5.8	-6.1	-2.5	i	10.3	-9.0
COC(=O)CN(c1ccc2c(c1)OCO2)S(=O)(=O)c1c(C)[nH]c(=O)[nH]c1=O	-2.2	2.2	2.5	i	-1.5	.	-0.3	i	3.9	-0.3
COc1cccc(-c2nn3c(-c4ccco4)nnc3s2)c1	-0.2	5.5	4.4	i	0.5	-4.0	2.3	i	-3.5	14.7

# The list continues:
SMILES,Scp-1 inhibitor,DNMT1 block,NadD inh,Neddylation inh,LMPTP block,Rin1-Abl PPI inh,STEP inh,Rpn11 inh,CSN deneddyl inh,SUMO1 PPI mod
COc1ccccc1C(=O)NCCCNC(=O)c1cnccn1,-1.4,0.6,3.4,i,-0.7,1.8,-1.1,i,0.6,5.2
Cc1ccc(C2C(=O)N(C3CCCC3)CC(=O)N2CC2COc3ccccc3O2)cc1 (configuration not stated),2.3,-2.4,-8.5,i,0.7,0.1,1.9,i,4.6,1.5
CCN(CC)c1nc(C(F)(F)F)nc2c1nnn2Cc1ccccc1,-10.3,3.9,-7.0,i,5.6,0.0,2.2,i,2.0,0.6
CC(=O)N1CCCc2cc(S(=O)(=O)N3CCCC(C(=O)Nc4ccccc4C)C3)ccc21 (configuration not stated),-2.2,-0.3,-0.8,i,-1.0,-3.1,-1.9,i,3.4,-3.9
O=C(NCC1CCCN1S(=O)(=O)c1cccs1)C(=O)Nc1ccccc1Cl (configuration not stated),-11.8,0.4,-5.9,i,3.0,0.7,-1.6,i,2.4,-4.2
COc1ccc(Cc2nnc(SCC(=O)c3c(N)n(C4CC4)c(=O)[nH]c3=O)o2)cc1,-5.7,6.3,6.3,i,-0.6,1.1,3.5,i,-1.8,2.6
COc1c(C)cc(C(O)c2ncc(-c3ccccc3F)[nH]2)cc1C (configuration not stated),.,6.7,-0.8,i,-0.2,-3.6,-1.5,i,-0.5,-3.6
O=C(Nc1cccc([N+](=O)[O-])c1)N1CCCc2ccccc21,-4.6,-1.0,2.8,i,-0.7,0.9,-1.0,i,1.9,-20.1
CCC(C)NC(=O)Cn1cc(S(=O)(=O)N2CCCC2)c(S(=O)(=O)N2CCCC2)c1 (configuration not stated),-1.7,-1.0,2.5,i,-1.9,-0.6,-1.2,i,-5.4,0.6
O=C(CSc1cn(CC(=O)N2CCCCCC2)c2ccccc12)NCC1CCCO1 (configuration not stated),-3.0,-1.9,-5.9,i,-2.2,-1.3,-1.8,i,1.2,1.9
O=C(CSc1nnc(CNC(=O)c2ccccc2F)o1)Nc1ccc2c(c1)OCO2,-4.0,-1.2,-2.2,i,-0.7,-0.1,-0.8,i,-1.9,-2.8
Cc1onc(-c2c(F)cccc2Cl)c1C(=O)N1CCOC12CCCCC2,-2.7,-1.9,5.1,i,-1.4,0.7,-0.1,i,4.7,-0.1
COc1cccc(OC)c1C(=O)N1CCN(Cc2c[nH]c3ccccc23)CC1,.,0.7,-0.2,i,-1.4,3.5,-1.3,i,1.1,-1.7
CCOc1ccc(CCN2C(=O)C(=O)N([C@@H](CC(C)C)CN3CCC[C@@H]3CN3C(=O)C(=O)NC[C@@H]3Cc3ccccc3)C[C@@H]2Cc2ccc(O)cc2)cc1,15.5,2.3,20.6,i,-0.3,2.4,-3.3,i,-2.2,8.1
NC(=O)c1cccc(-c2cccc(OC(=O)NC3CCCCC3)c2)c1,-11.7,-2.1,-6.1,i,-1.1,0.6,-0.3,i,-4.8,-2.7
CCOC(=O)c1oc2cc(O)ccc2c(=O)c1-c1csc(C)n1,-3.3,-0.3,-1.4,i,-1.4,-0.1,-1.8,i,-2.5,-9.4
O=[N+]([O-])c1cc(C(F)(F)F)cc([N+](=O)[O-])c1NCCCN1CCOCC1,-4.5,-4.0,-4.1,i,0.6,-1.9,0.4,i,-4.0,-25.3
CN(C)S(=O)(=O)c1cccc(NC(=O)c2ccc(COc3ccccc3)cc2)c1,-22.2,-5.7,-11.3,i,4.9,2.6,-0.2,i,2.2,-5.7
CCN(CC)C(c1ccc(C)cc1)c1nnnn1C1CCCCC1 (configuration not stated),-5.8,3.1,11.8,i,-0.3,-1.1,-1.4,i,-0.9,-1.8
Cc1cc(C(=O)N/N=C2\CC(=O)CC(C)(C)C2)n[nH]1,-5.6,-3.8,1.1,i,-1.5,-0.4,0.6,i,7.2,-1.3
O=C(CCN1CCC(c2ccccc2)C1)c1cccs1 (configuration not stated),-1.3,2.1,2.6,i,0.8,1.6,-0.4,i,1.2,-4.3
CCOC(=O)CNc1nc(Oc2ccc(=O)n(C)n2)nc(N(CC)CC)n1,1.2,1.0,-8.3,i,-0.5,2.6,-3.8,i,-5.6,2.8
C[C@H](NC(=O)c1ccccc1)C(=O)N1CCC2(CC1)NCCc1[nH]cnc12,-11.0,1.3,-4.6,i,-3.8,2.2,5.2,i,-2.0,1.6
CCC(CC)NC(=O)c1oc2ccccc2c1COc1ccccc1,-1.2,2.2,-2.7,i,1.6,-1.6,1.3,i,-9.9,0.2
CCOc1cc(C(=O)Nc2ccc(S(=O)(=O)N3CCOCC3)cc2)cc(OCC)c1OCC,-15.4,25.2,1.5,i,-1.7,1.4,-1.4,i,1.5,5.8
Cc1ccc(Cl)cc1N(C)C(=O)Cn1ncc2c([nH]c3ccccc32)c1=O,-6.2,-2.5,1.9,i,-0.3,2.6,-0.1,i,4.2,-0.5
O=C(COC(=O)c1cccc(S(=O)(=O)N2CCOCC2)c1)NCc1ccc2c(c1)OCO2,-5.0,0.6,-2.3,i,1.0,-2.4,-2.0,i,-0.1,-1.7

# Screens deposited in PubChem BioAssay by several laboratories.
